Screening results deposited in PubChem by National Center for Advancing Translational Sciences (NCATS).
CCT modulator = High-Throughput Screening for Modulators of Cytosolic Chaperonin Activity. hit rate 0.3% among 360,000. activity change, % (no concentration beside the values), hits read low. AID 651819, 2012. purified chaperonin ATPase assay, HTRF ADP detection, 30 min; in the data active = activity change below about -30%; also: % is scaled to controls: 0 for no effect and ±100 for the full control effect
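Enzyme 40 or 20 nM (batch-dependent) in Tris pH 7.4/KCl/MgCl2/DTT; cpd 76 uM single point; ATP 10 uM; 30 min 37 °C; Transcreener ADP HTRF detection, 30 min RT; ratio 665/615.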
PI5P4Ka inh = qHTS for Inhibitors of phosphatidylinositol 5-phosphate 4-kinase (PI5P4K); Phosphatidylinositol 5-phosphate 4-kinase type-2 alpha (Homo sapiens), P48426; PI5P4Kalpha enzyme, ADP-Glo luminescence, 60 min; stronger effect = lower value; max response, %; hit rate 1.2% among 330,000; active = max response of -50% or lower; inconclusive = between -30% and -50%; inactive = -30% or higher; also: value at the top dose of about 77 µM; % is scaled to controls: 0 for no effect and ±100 for the full control effect
Target sequence (P48426 whole entry, looked up): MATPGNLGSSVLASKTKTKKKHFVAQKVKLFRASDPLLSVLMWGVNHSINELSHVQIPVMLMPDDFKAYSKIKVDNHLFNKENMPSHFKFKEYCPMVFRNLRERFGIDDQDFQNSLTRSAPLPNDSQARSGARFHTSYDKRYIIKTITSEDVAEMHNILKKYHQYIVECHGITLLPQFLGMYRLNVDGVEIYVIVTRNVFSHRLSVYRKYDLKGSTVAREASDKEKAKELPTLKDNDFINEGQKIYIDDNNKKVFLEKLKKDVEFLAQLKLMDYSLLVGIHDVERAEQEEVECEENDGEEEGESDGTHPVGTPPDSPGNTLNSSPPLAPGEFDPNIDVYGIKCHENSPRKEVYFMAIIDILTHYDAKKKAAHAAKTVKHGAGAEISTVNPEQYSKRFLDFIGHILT
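Single end-point luminescence (ADP-Glo) quantified ADP from PI5P4Kalpha turnover; ATP 5 microM final, 1 h at RT, 0.1% CHAPS and 0.28 mM EGTA in HEPES pH 7.4.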
EPAC1 ag = qHTS for Agonist of cAMP-regulated guanine nucleotide exchange factor 3 (EPAC1): primary screen; Rap guanine nucleotide exchange factor 3 (Homo sapiens), O95398; EPAC1 agonist qHTS, biochemical assay; response scale: 100% = response to 6.5 mM cAMP; Potency, µM (series often up to 154 µM), without a hit: at the top dose activation, usual class: activators; hit rate 0.073% among 360,000; also: potency is read from the fitted curve at half-maximal effect; nearly all actives have a fitted effect of over 60% in size
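Fluorescent GDP-exchange assay: 100 nM EPAC1 with 250 nM Rap1B preloaded with BODIPY-GDP and 50 uM GDP; compounds tested as concentration series, 5 min at room temperature, then read every 5 min for 30 min (ex 480/em 540 nm); normalized to 6.5 mM cAMP.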
EPAC1 antag = qHTS for Antagonist of cAMP-regulated guanine nucleotide exchange factor 3 (EPAC1): primary screen. Potency, µM (series often up to 115 µM), inactives show at the top dose activity change, negative = inhibition, hits mostly inhibitors. hit rate 0.14% among 360,000. EPAC1 GEF assay, Rap1b-BODIPY-GDP exchange fluorescence. AID 720709, 2013;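 also: potency is read from the fitted curve at half-maximal effect; plate controls were vehicle for no effect and positive control for full effect; nearly all actives have a fitted effect of over 50% in size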
PLK1 PBD block = qHTS for Inhibitors of PLK1-PDB (polo-like kinase 1 - polo-box domain): Primary Screen; Serine/threonine-protein kinase PLK1 (Homo sapiens), P53350; hit rate 2.8% among 360,000; Potency, µM, without a hit: max response, negative = inhibition, hits mostly inhibitors; AID 720504, 2013; Plk1 PBD binding of FITC phosphopeptide, fluorescence polarization; also: potency is read from the fitted curve at half-maximal effect; series mostly up to about 57 µM; % is scaled to controls: 0 for no effect and ±100 for the full control effect; nearly all actives have a fitted effect of over 65% in size
Target sequence (P53350 whole entry, looked up, the tested form may be a part): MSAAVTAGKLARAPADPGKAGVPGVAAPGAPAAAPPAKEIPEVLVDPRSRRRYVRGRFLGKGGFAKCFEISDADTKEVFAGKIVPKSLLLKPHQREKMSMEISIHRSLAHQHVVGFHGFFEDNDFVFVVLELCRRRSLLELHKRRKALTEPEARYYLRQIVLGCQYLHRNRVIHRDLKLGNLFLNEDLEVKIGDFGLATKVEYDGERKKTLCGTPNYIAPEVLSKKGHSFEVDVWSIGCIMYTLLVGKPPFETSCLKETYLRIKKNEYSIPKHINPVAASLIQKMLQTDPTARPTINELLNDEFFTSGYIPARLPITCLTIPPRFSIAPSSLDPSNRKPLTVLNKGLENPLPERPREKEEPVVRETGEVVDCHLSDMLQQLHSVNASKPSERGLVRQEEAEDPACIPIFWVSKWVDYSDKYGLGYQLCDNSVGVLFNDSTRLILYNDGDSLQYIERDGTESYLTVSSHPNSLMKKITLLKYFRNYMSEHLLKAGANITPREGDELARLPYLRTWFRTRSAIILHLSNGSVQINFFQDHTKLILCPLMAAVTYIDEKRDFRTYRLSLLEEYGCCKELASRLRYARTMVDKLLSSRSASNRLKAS
Mm-Cpn inhibitor = Inhibitors of TCP-1 ring complex (TRiC) of Methanococcus maripaludis (MmCpn): qHTS; Chaperonin Mm-Cpn (Methanococcus maripaludis); purified Mm-Cpn ATPase, ADP Transcreener TR-FRET; Potency, µM (doses to about 76.9 µM), without a hit: at the top dose activity, negative = inhibition, usual class: inhibitors; hit rate 0.031% among 330,000; AID 504842, 2011; also: potency is read from the fitted curve at half-maximal effect; % is scaled to controls: 0 for no effect and ±100 for the full control effect; nearly all actives have a fitted effect of over 80% in size
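Compound-treated chaperonin, 25 nM final, turns over 10 uM ATP at 37°C for 30 min following a 10 min preincubation; ADP generated competes with ADP-d2 for Eu-cryptate antibody, lowering FRET.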
EPAC2 antagonist = qHTS for Antagonist of cAMP-regulated guanine nucleotide exchange factor 2 (EPAC2): primary screen; hit rate 0.18% among 360,000; AID 720708, 2013; EPAC2 GEF exchange of Rap1B-BODIPY-GDP, fluorescence; Potency, µM (top dose mostly 114 µM), without a hit: at the highest dose activity, negative = inhibition, usual class: inhibitors; Rap guanine nucleotide exchange factor 4 (Homo sapiens), Q8WZA2; also: potency is read from the fitted curve at half-maximal effect; % is scaled to controls: 0 for no effect and ±100 for the full control effect; nearly all actives have a fitted effect of over 45% in size; many of its hits are not listed in these tables
WRN inhibitor = qHTS for Inhibitors of WRN Helicase; WRN helicase unwinding, fluorescent forked duplex, kinetic; Potency, µM (doses to about 114 µM), for the others: at the top dose activity change, negative = inhibition, actives largely listed as inhibitors; hit rate 0.46% among 360,000; AID 651768, 2012; also: potency is read from the fitted curve at half-maximal effect; % is scaled to controls: 0 for no effect and ±100 for the full control effect; nearly all actives have a fitted effect of over 55% in size
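Kinetic fluorescence helicase assay: unwinding of a quenched forked DNA duplex (100 nM final) with 2 mM ATP final raises red fluorescence (525/598 nm). Compounds sat 15 min at room temperature with 20 nM WRN beforehand.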
* = called active by the depositor; ? = inconclusive; · = no result given; [ ] = dose if it differs, or a comment. Unless noted, calls follow the shape of the dose curve; as a rule, active = well fitted curve in the direction sought with a large enough effect; inconclusive = small, poorly fitted or top-dose-only effect, or another doubt; inactive = no such curve, though single readings can be large; an effect the other way counts as inactive or inconclusive.

Below each compound: CCT modulator	PI5P4Ka inh	EPAC1 ag	EPAC1 antag	PLK1 PBD block	Mm-Cpn inhibitor	EPAC2 antagonist	WRN inhibitor
> O=C(c1cc(=O)c2ccccc2o1)N1CCCc2ccccc21
  2.5	0	5%	7%	-5%	-2%	7%	1%
> Cc1ccc(C(=O)Nc2cccc3cccnc23)cc1Br
  -4.9	25	6%	3%	-4%	·	-1%	-27%
> COc1ccc(C(=O)NCCc2ccccc2F)cc1OC1CCN(C(C)=O)CC1
  -3.4	0	3%	1%	-2%	5%	8%	-11%
> Cc1ccc(C)c(CSc2nnc(-c3ccccn3)n2N)c1
  -1.3	1	9%	-6%	-26%	-2%	-6%	-8%
> CCOC(=O)/C(C#N)=C\C1=C(N2CCOCC2)CC(C)(C)OC1
  -1.3	-7	8%	2%	?	1%	10%	-4%
> Cc1sc2ncnc(OCc3nnc(-c4cccs4)o3)c2c1C
  1.2	5	6%	-12%	-7%	0%	1%	0%
> COc1ccc(N(CC(=O)O)S(=O)(=O)c2c(C)n[nH]c2C)cc1
  -0.3	·	-2%	11%	-7%	1%	6%	3%
> CCCN(CCC)S(=O)(=O)c1ccc(Cl)c([N+](=O)[O-])c1
  -2.0	1	11%	-6%	-12%	1%	-24%	1%[57.1 µM]
> O=C(Cn1ccc([N+](=O)[O-])n1)c1ccccc1
  0.7	6	-6%	13%	-11%	3%	4%	2%
> Cc1cccc(NS(=O)(=O)c2ccc(NC(=O)N3CCCCC3)cc2)c1
  0.3	-6	-2%	-12%	0%	1%	8%	-14%
> COc1ccc(CNC(=O)C/C(C)=N/NC(=O)COc2cccc(C)c2)cc1
  -10	3	5%	-8%	-1%	1%	1%	-12%
> O=C(NN1C(=O)C2C3C=CC(C3)C2C1=O)c1cccc(Cl)c1 (configuration not stated)
  -0.7	4	0%	-1%	6%	-17%	-1%	5%
> O=C(NCc1cccc2ccccc12)c1cccs1
  1.7	2	-3%	3%	0%	1%	-27%	5%
> O=C1c2ccccc2C(Nc2ccc(S(=O)(=O)N3CCCCCC3)cc2)N1c1ccccn1 (configuration not stated)
  -1.0	-14	0%	18%	-5%	0%	3%	1%
> Oc1oc(-c2ccco2)nc1C=Nc1ccccc1
  -7.1	·	3%	-7%	-6%	-3%	-11%	-12%[57.1 µM]
> CCOC(=O)CNc1nc(Cl)c(C#N)s1
  0.0	7	-2%	7%	-9%	-3%	9%	4%
> CCOC(=O)[C@H]1[C@H]2COc3ccc(Cl)cc3[C@@H]2N2C(=O)c3ccc(F)cc3NC(=O)[C@@]12C
  -1.3	-25	-5%	-8%	-2%	2%	-7%	-10%
> CN(C)/C=C(\C#N)C(=O)Nc1ccc(F)cc1
  -1.8	2	4%	-8%	-14%	-3%	-8%	-5%
> COc1ccc(NC(=O)c2cc(-c3ccc4c(c3)OCO4)on2)cc1
  -1.8	6	-5%	?	-15%	4%	-6%	1%
> O=C(Cn1ccc(=O)[nH]c1=O)c1ccc([N+](=O)[O-])o1
  -0.9	9	100µM*	7%	-22%	·	14%	3%
> O=C(Nc1cccc(Br)c1)c1cc2ccccc2o1
  -5.3	·	?	-7%	-7%	0%	-13%	-12%
> Cc1ccc(SCC(=O)Nc2cc(S(=O)(=O)N3CCCCC3)ccc2C)cc1
  -2.6	-3	1%	-5%	-10%	?	2%	-3%
> CCCCc1ccc(-c2ccc(Br)cc2)nc1
  2.1	·	0%	6%	1%	-1%	1%	1%
> O=C(CSc1nc2cc(Cl)c(Cl)cc2[nH]1)c1ccc2c(c1)OCO2
  -1.1	0	11%	7%	?	-20%	8%	-23%
> COc1ccc(C(=O)COC(=O)c2sc(C)nc2C)cc1Cl
  1.2	-5	-6%	-9%	3%	?	-4%	-3%
> Brc1cnc(N2CCOCC2)nc1N1CCCCC1
  -4.2	·	5%	-1%	0%	-1%	-2%	0%
> COc1ccc(S(=O)(=O)N(CCc2ccccc2)CC(=O)O)cc1OC
  -3.4	·	4%	7%	-2%	3%	3%	-1%[57.1 µM]
> NC(=NC1CCCCC1)c1ccc(Cl)cc1
  0.8	3	-1%	7%	1%	0%	1%	16%
> O=C(NCCN1CCC(n2c(=O)[nH]c3ccccc32)CC1)c1ccc(F)cc1F
  1.7	-1	4%	5%	-2%	·	3%	-6%
> COc1ccc(CNC(=O)c2ccc(Cl)c(S(=O)(=O)N3CCCCCC3)c2)cc1
  -0.5	-15	8%	-13%	-8%	·	1%	1%

(cont.)
Below each compound: CCT modulator	PI5P4Ka inh	EPAC1 ag	EPAC1 antag	PLK1 PBD block	Mm-Cpn inhibitor	EPAC2 antagonist	WRN inhibitor
> Cc1ccc(S(=O)(=O)N/N=C\c2ccc3c(c2)OCO3)c(C)c1
  0.6	-1	9%	-6%	-10%	1%	-13%	0%
> CC(C)(C)C1=C(C#N)C(c2ccc3c(c2)OCO3)C(C#N)=C(N)O1 (configuration not stated)
  -3.3	-14	6%	-9%	-8%	-9%	-5%	0%
> Cc1ccc(CS(=O)(=O)CCC(=O)NCCCOC(C)C)cc1
  -2.5	·	0%	9%	0%	-2%	8%	-1%
> COc1ccc(S(=O)(=O)N(C)C[C@H]2Oc3ccc(NC(=O)CCC(F)(F)F)cc3C(=O)N([C@H](C)CO)C[C@@H]2C)cc1
  -2.0	1	5%	-9%	-9%	2%	-8%	-5%
> COCC1CCCCN1C(=O)c1ccc(OC2CCN(CCc3ccccc3)CC2)cc1 (configuration not stated)
  -1.4	11	0%	17%	-1%	0%	2%	-4%[57.1 µM]
> CC1(C)CC(=O)c2c(O)cc(OCC(=O)N3CCN(c4ccc(F)cc4)CC3)cc2O1
  -1.7	-6	0%	-12%	-14%	-1%	-1%	0%
> O=C(c1cc2ccccc2oc1=O)N(Cc1ccccc1)C1CCS(=O)(=O)C1 (configuration not stated)
  -1.9	2	0%	-3%	-19%	-1%	-1%	-6%
> NC(=O)C1CCN(C(=O)CN(c2ccc3c(c2)OCCO3)S(=O)(=O)c2ccccc2)CC1
  -2.5	-9	7%	3%	-7%	1%	6%	-2%
> COc1ccccc1NC(=O)c1c(C)oc2c1CCCC2
  0.9	9	3%	6%	-1%	1%	23%	6%
> COc1ccc(CN(C2CCCC2)S(=O)(=O)c2ccc(-n3cnnn3)cc2)cc1
  0.6	10	7%	-13%	-9%	·	-1%	-11%
> CC(C)(C)NC(=O)CN(C(=O)c1csnn1)c1ccccc1-c1ccccc1
  4.6	2	-5%	21%	-3%	1%	10%	-6%
> COc1ccc(NC2=NCC(=O)N2c2ccccc2F)cc1
  -1.0	0	9%	-8%	?	1%	15%	9%
> CCOC(=O)Cc1c(C)[nH]n(-c2ccccc2)c1=O
  -0.3	1	6%	2%	-13%	-1%	2%	-21%
> COc1ccccc1NS(=O)(=O)c1cccc(C(=O)NNC(=O)C(C)NC(=O)c2ccco2)c1 (configuration not stated)
  -1.1	3	3%	1%	-4%	1%	-5%	4%
> COC(=O)c1ccccc1NC(=S)N(C)C
  -2.9	5	-1%	3%	-5%	2%	-2%	0%
> CC(C(=O)Nc1nccs1)c1ccc([N+](=O)[O-])cc1 (configuration not stated)
  -1.1	-1	-3%	2%	-7%	1%	-6%	4%
> COc1ccc(CN2CCS(=O)(=O)CC2)cc1OC
  -0.2	6	0%	15%	3%	0%	14%	2%
> O=C(Nc1cccc(O)c1)c1ccc2c(c1)C(=O)N(Cc1ccco1)C2=O
  -1.9	-26	4%	-4%	-7%	-4%	1%	-18%
> Clc1ccc(CSc2nncn2-c2ccc3c(c2)OCCO3)cc1
  0.9	0	3%	13%	3%	-1%	10%	3%
> CCOC(=O)c1cnc2c(cnn2C)c1Oc1ccc(OC)cc1
  -1.6	-2	-1%	-16%	-4%	2%	-12%	-5%
> COCCNC(=O)CS(=O)Cc1nc(-c2ccc(Cl)cc2)oc1C (configuration not stated)
  2.1	-13	-11%	?	-18%	0%	8%	5%
> CNCc1cc(Cl)cc(OC)c1OC(C)C
  -4.3	1	-4%	-8%	2%	-6%	-10%	-10%
> CCOc1ccc(-c2nc(C#N)c(NCC3CCCO3)o2)cc1 (configuration not stated)
  -1.7	1	-6%	-3%	-2%	-3%	-15%	-11%
> Cc1ccc(CC(=O)OCC(=O)c2ccc[nH]2)cc1C
  -1.9	?	7%	-19%	-5%	0%	-5%	-1%
> CC(=O)c1cccc(NC(=O)CCS(=O)(=O)c2cccc3nonc23)c1
  1.1	-1	2%	0%	-11%	1%	-2%	-6%
> COc1ccc(CCNC(=O)COc2cccc(-n3cnnn3)c2)cc1
  0.2	-12	-12%	-7%	-17%	-3%	-2%	-30%
> COCCNC(=O)CN1C(=O)CSc2cc(S(=O)(=O)N3CCCCCC3)ccc21
  -2.6	4	-2%	-3%	-9%	·	-2%	2%
> COc1cccc(CN2CCC(C(=O)NC(C)c3cccc4ccccc34)CC2)c1 (configuration not stated)
  0.3	3	6%	-14%	-9%	·	-1%	9%
> CCOC(=O)N1CCN(Cc2ccc3c(c2)OCO3)CC1
  -1.3	-1	6%	-8%	2%	-5%	-3%	-7%
> Cc1ccc(S(=O)(=O)NCc2ccccc2)cc1C(=O)N1CCCCC1
  -2.0	-4	7%	8%	-7%	1%	2%	10%
> COc1ccc(-c2noc(C3CCCN(S(=O)(=O)c4ccc(C)c(Cl)c4)C3)n2)cc1OC (configuration not stated)
  -0.3	-1	13%	1%	-9%	0%	-1%	-2%
> C=C1c2cc(C)ccc2NC(=O)N1c1ccccc1
  0.2	4	-2%	12%	-3%	-1%	10%	-3%

Part of the list above, as comma-separated lines:
Molecule,CCT modulator,PI5P4Ka inh,EPAC1 ag,EPAC1 antag,PLK1 PBD block,Mm-Cpn inhibitor,EPAC2 antagonist,WRN inhibitor
NC(=O)C1CCN(C(=O)CN(c2ccc3c(c2)OCCO3)S(=O)(=O)c2ccccc2)CC1,-2.5,-9,7%,3%,-7%,1%,6%,-2%
COc1ccccc1NC(=O)c1c(C)oc2c1CCCC2,0.9,9,3%,6%,-1%,1%,23%,6%

The list is partial, so the mix of outcomes need not match the whole.
